MIN6 prolif = inducers of MIN6 beta-cell proliferation, primary screen, ATP luminescence, uHTS; MIN6 cells proliferation, ATPlite luminescence, 48 h; cells starved in 0.2% serum; 100% = growth in 10% serum; proliferation, % at 10 µM; 0.29% of 330,000 active;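 active = compounds whose signal lies at least 3.5 SD above the mean of all wells on their plate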;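 also: 0% = DMSO-treated cells in low-serum medium and 100% = 10% serum control; some compounds called inactive have numbers as strong as hits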
ATG4B inhibitor = ATG4B protease inhibitors, primary screen, biochemical, fluorescence, uHTS. AID 504462, 2011. 0.51% of 340,000 active. ATG4B cleavage of LC3-PLA2, NBD-HPC fluorescence, 1 h. Cysteine protease ATG4B (Homo sapiens), Q9Y4P1. inhibition, % at 8.33 µM; in the data active = inhibition above about 40%
Target sequence (Q9Y4P1 whole entry, looked up): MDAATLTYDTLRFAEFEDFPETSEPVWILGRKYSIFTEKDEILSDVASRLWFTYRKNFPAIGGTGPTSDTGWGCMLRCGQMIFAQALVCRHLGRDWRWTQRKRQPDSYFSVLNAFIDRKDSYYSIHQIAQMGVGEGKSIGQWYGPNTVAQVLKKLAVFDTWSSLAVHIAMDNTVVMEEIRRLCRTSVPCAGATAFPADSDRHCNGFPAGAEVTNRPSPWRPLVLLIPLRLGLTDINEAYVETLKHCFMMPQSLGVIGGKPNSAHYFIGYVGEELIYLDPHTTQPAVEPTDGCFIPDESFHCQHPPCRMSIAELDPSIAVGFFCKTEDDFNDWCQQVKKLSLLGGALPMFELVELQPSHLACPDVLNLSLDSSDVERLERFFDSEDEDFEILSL
mIAP act = activators of mouse IAP, primary screen, biochemical, luminescence, uHTS; muIAP, CDP-Star luminescence, 30 min; active compounds read high; 1 = vehicle-only enzyme signal, 0 = enzyme-free wells; activation factor at 10 µM; 0.24% of 330,000 active; AID 2805, 2010;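 active = activation factor of at least 2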; also: the source names both 10 and 20 µM as test concentration; values of inactives mirror those of a sister screen read the other way
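Assay system: mouse IAP enzyme; Reagent: CDP-Star chemiluminescent phosphatase substrate; Compound: DMSO-dissolved test compounds; Incubation: 30 min, room temperature; Technique: luminescence from enzymatic CDP-Star hydrolysis; Controls: DMSO-only wells and no-enzyme negative control.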
hIAP activ = human IAP activators, primary screen, biochemical, luminescence, uHTS; Intestinal-type alkaline phosphatase (Homo sapiens), P09923; purified human IAP, CDP-Star luminescence, 30 min; active compounds read high; 1 = vehicle-only enzyme, 0 = enzyme-free background; activation factor at 10 µM; 0.16% of 330,000 active; AID 2524, 2010;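 active = activation factor of the enzyme at least 2-fold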; also: the source names both 10 and 20 µM as test concentration; values of inactives mirror those of a sister screen read the other way
Target sequence (P09923 whole entry, looked up): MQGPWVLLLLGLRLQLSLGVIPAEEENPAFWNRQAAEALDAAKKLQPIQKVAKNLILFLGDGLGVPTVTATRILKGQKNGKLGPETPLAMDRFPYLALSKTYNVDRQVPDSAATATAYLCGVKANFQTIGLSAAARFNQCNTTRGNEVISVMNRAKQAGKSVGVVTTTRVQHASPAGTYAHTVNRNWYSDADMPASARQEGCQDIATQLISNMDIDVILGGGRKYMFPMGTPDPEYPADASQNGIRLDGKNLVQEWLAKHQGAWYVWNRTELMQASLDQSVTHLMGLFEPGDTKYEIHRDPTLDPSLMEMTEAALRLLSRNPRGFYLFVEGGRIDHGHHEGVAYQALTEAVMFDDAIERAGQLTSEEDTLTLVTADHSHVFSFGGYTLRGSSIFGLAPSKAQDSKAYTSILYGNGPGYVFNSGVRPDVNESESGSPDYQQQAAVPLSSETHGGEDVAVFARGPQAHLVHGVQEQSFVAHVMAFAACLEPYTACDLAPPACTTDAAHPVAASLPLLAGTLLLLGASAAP
A3A deaminase = APOBEC3A ssDNA deaminase inhibitors, primary screen, selectivity assay for APOBEC3G inhibitor project, biochemical, FAM/TAMRA oligo cleavage fluorescence | DNA dC->dU-editing enzyme APOBEC-3A (Homo sapiens), P31941 | recombinant A3A, FAM/TAMRA ssDNA deamination fluorescence | inhibition, % at 20 µM | 0.41% of 330,000 active | AID 493011, 2011;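 active = at least 40% inhibition at 20 µM here, with at most 30% in a related deaminase screen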;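 also: plate controls were A3A with DMSO for no effect and wells lacking A3A enzyme for full effect; some results filed as inactive read as strong as hits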
Target sequence (P31941 whole entry, looked up): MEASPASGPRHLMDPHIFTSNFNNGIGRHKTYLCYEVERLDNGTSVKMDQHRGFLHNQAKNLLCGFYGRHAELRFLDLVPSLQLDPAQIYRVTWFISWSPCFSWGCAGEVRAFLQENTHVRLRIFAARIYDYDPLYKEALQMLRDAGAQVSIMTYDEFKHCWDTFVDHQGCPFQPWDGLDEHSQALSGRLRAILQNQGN
hIAP block = human IAP inhibitors, primary screen, biochemical, luminescence, uHTS; 0.12% of 330,000 active; AID 2544, 2010; Intestinal-type alkaline phosphatase (Homo sapiens), P09923; inhibition, % at 10 µM; purified IAP, CDP-Star luminescence, 30 min;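 active = inhibition reaching a set limit with compound at 10 µM in the primary screen, cut at about 35% in these data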;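 also: plate controls were DMSO wells with enzyme for no effect and no-enzyme buffer wells for full effect; values of inactives mirror those of a sister screen read the other way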
MPTP block = mitochondrial permeability transition pore inhibitors, primary screen, biochemical, isolated mouse mitochondria, absorbance; Ca2+ swelling absorbance, 30 min; inhibition, % at 10 µM; 1.4% of 360,000 active;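 active = inhibition of 50% or more, scaled per plate between neutral and stimulator controls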;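 also: 0% = DMSO wells given calcium and 100% = 1 mM EGTA wells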
mIAP block = inhibitors of mouse IAP, primary screen, biochemical, luminescence, uHTS; purified mouse IAP, CDP-Star luminescence, 30 min; inhibition, % at 10 µM; 0.2% of 330,000 active;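 active = inhibition of at least 40% at 10 µM in the primary screen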;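 also: plate controls were DMSO with enzyme for no effect and no enzyme wells for full effect; values of inactives mirror those of a sister screen read the other way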
APOBEC3G inh = APOBEC3G DNA deaminase inhibitors, primary screen, biochemical, fluorescence, single-stranded DNA substrate, uHTS; inhibition, % at 20 µM; AID 493012, 2011; DNA dC->dU-editing enzyme APOBEC-3G (Homo sapiens), Q9HC16; 0.28% of 330,000 active; recombinant A3G, ssDNA deamination FAM/TAMRA fluorescence;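 active = inhibition of at least 40% at 20 µM, with no more than 30% in the related APOBEC3A deaminase screen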;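 also: plate controls were DMSO wells with A3G for no effect and wells lacking A3G enzyme for full effect; some compounds called inactive have numbers as strong as hits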
* = called active by the depositor; x = not tested or not shown. Compounds were not picked by outcome; 3.3% or so of the library scored in one or more.

SMILES	MIN6 prolif	ATG4B inhibitor	mIAP act	hIAP activ	A3A deaminase	hIAP block	MPTP block	mIAP block	APOBEC3G inh
O=C(Oc1c(CN2CCOCC2)cc(Cl)c2cccnc12)c1cccs1	-7	4	1	1.1	3	-10	-5.1	-1	-7
COc1ccc(-c2csc3ncnc(N4CCN(S(=O)(=O)c5ccccc5C#N)CC4)c23)cc1	-2	4	0.93	0.91	-2	9	-0.9	7	-4
CNC(=O)NC(=O)C(C)OC(=O)c1oc2ccccc2c1CSc1ccc(Cl)cc1 (stereo not given)	-2	5	0.97	0.97	-2	3	2.1	3	-7
Cn1c(C(O)C(O)c2ccccc2)nc2ccccc21 (stereo not given)	1	8	0.9	1.2	3	-24	-0.1	10	1
Cc1cccc(NC(=O)CS(=O)(=O)c2cn(C)c3ccccc23)c1C	-2	-2	1.1	0.93	-2	7	-0.3	-15	-1
O=C(OCc1ccccn1)c1ccc(COc2ccc3ccccc3c2)o1	-5	-6	0.86	1	2	0	2.5	14	-3
O=C(NCC1CCCO1)c1cc2c([nH]c3ccccc32)c(-c2ccc(F)cc2)n1 (stereo not given)	-6	-10	1.1	0.97	0	3	0.4	-7	0
CCOc1ccc(C(=O)N2CCc3ccccc32)cc1OCC	-3	1	0.95	1.1	-2	-8	-1.3	4	-4
O=C(COc1ccc2ccccc2c1)Nc1ccc(S(=O)(=O)N2CCCCCC2)cc1	-1	-11	1.3	1.1	0	-7	7.2	-29	1
Cc1ccc(C(=O)Nc2cccc(Oc3ccccc3)c2)o1	-3	16	1	1	-4	-3	-6.4	-1	-5
COc1cc(C(=O)NNC(=O)CN2C(=O)NC(C)(c3ccc(C)cc3)C2=O)cc(OC)c1OC (stereo not given)	-4	-3	1	1.2	-2	-21	-0.2	-1	-5
Cc1cccc(NC(=O)c2ccc(OC3CSC3)cc2)c1	-5	5	1	0.94	-5	6	3.1	-1	-8
O=C(c1cnn2c(C(F)(F)F)cc(-c3ccc(F)cc3)nc12)N1CCc2ccccc2C1	-6	7	0.91	1.1	-1	-14	-1.0	9	-2
O=C1CCC(C(=O)N2CCSCC2)CN1CCc1cccc(F)c1 (stereo not given)	-3	-3	0.98	0.9	-3	10	-0.6	2	-7
Cc1[nH]c2ccccc2c1/C=N/n1cnnc1	1	-4	1.1	1.1	-3	-6	0.6	-10	-6
CCN1C(Nc2ccccc2)=NC[C@@H]1Cc1ccccc1	7	-2	0.89	1.1	-4	-9	-0.4	11	-10
COc1ccc(-c2c(-c3cc(OC)cc(OC)c3)sc3ccc(OC)cc23)cc1	-4	2	0.91	0.71	4	29	5.1	9	-8
O=C(COC(=O)COc1ccccc1F)NCCc1ccc(F)cc1	4	-1	1	1	-4	-5	-0.8	-5	-6
COc1cc2c(cc1NC(=O)c1ccco1)CCCC2	0	-2	1.1	0.89	-4	11	0.4	-8	-6
COc1ccccc1-n1c(=O)[nH]c2c(C(N)=O)nc(CC(C)C)nc21	0	9	0.88	1.2	0	-17	-0.1	12	1
O=C(CN1C(=O)NC2(CCCCC2)C1=O)NCC(=O)Nc1ccc(F)c(F)c1	-2	-6	0.98	1.2	-1	-15	1.0	2	-11
COc1cc(Cl)ccc1OCc1cc(C(=O)NCc2cc(C(C)C)no2)no1	-5	-5	0.99	1.1	2	-13	0.2	0	-3
COCCn1c(SCC(=O)N2CC(C)OC(C)C2)nc2c([nH]c3ccccc32)c1=O (stereo not given)	-2	-1	1.1	0.86	-2	14	-1.3	-9	-2
Cc1cc(NC(=O)Nc2ccccc2)n(C(C)(C)C)n1	-3	2	1	1.1	6	-9	0.1	-3	61*
Cc1cccnc1NC(=O)c1ccc2c(c1)OCO2	3	-16	0.96	1.1	-1	-10	0.5	4	-11

Record cards, as listed above:
`CCOc1ccc(C(=O)N2CCc3ccccc32)cc1OCC` as listed: MIN6 prolif = -3; ATG4B inhibitor = 1; mIAP act = 0.95; hIAP activ = 1.1; A3A deaminase = -2; hIAP block = -8; MPTP block = -1.3; mIAP block = 4; APOBEC3G inh = -4
`O=C(COc1ccc2ccccc2c1)Nc1ccc(S(=O)(=O)N2CCCCCC2)cc1` as listed: MIN6 prolif = -1; ATG4B inhibitor = -11; mIAP act = 1.3; hIAP activ = 1.1; A3A deaminase = 0; hIAP block = -7; MPTP block = 7.2; mIAP block = -29; APOBEC3G inh = 1

The listing continues.
SMILES	MIN6 prolif	ATG4B inhibitor	mIAP act	hIAP activ	A3A deaminase	hIAP block	MPTP block	mIAP block	APOBEC3G inh
O=C(NC1CCS(=O)(=O)C1)c1ccccc1C(=O)c1ccccc1 (stereo not given)	1	5	1	0.92	-1	8	2.6	0	-7
COC(=O)CN(CCc1ccccc1)S(=O)(=O)c1ccc(OC)c(OC)c1	-1	-5	1	1	-4	0	-0.8	-4	-8
Cc1[nH]c(=O)[nH]c(=O)c1S(=O)(=O)Nc1ccc(F)cc1F	2	-9	1	1.1	-5	-5	0.3	-4	-8
O=C(O[C@H]1[C@H](Oc2ccccc2COC(=O)C2(O)C=CCCC2=O)O[C@H](CO)[C@@H](O)[C@@H]1O)c1ccccc1 (stereo not given in full)	-3	x	1	1.1	2	-11	x	-4	-4
Cc1sc2nc(N)sc2c1C	0	0	1	1.1	-7	-14	-5.3	-2	-9
NC(=O)COC(=O)c1cccc(S(=O)(=O)N2CCN(c3ccc(F)cc3)CC2)c1	-2	0	0.99	1.1	2	-9	-0.9	1	-2
COc1ccccc1C(=O)NCCC(=O)NCc1cccs1	0	-9	1	1.1	-2	-7	-0.2	-2	-4
COc1ccc(C(=O)OCC(=O)NC(=O)Nc2ccccc2F)c(OC)c1	-1	5	1	0.84	-1	16	0.2	-1	0
COCCN(C(=O)c1ccc2ccccc2c1)c1c(N)n(Cc2ccccc2)c(=O)[nH]c1=O	-3	-4	1	0.9	0	10	4.7	0	-2
CC(C)(C)NC(=O)C(c1ccc(-c2ccccc2)cc1)N(C[C@H]1CC[C@@H]([C@@H]2CC[C@H](CO)O2)O1)C(=O)c1ccc(C(C)(C)C)cc1 (stereo not given in full)	x	-6	1.1	x	5	x	-1.1	-12	8
O=S(=O)(c1ccc(C2=CSC3=NCCN23)cc1)N1CCOCC1	-1	-9	1.2	0.98	1	2	0.8	-16	-2
NC(=NCc1ccccc1)c1cccc([N+](=O)[O-])c1	-1	-1	1	0.85	-1	14	0.8	-1	-5
CN(C)c1ccc(C(=S)N2CCCCC2)cc1Br	-3	9	0.95	0.89	-3	11	2.0	5	-6
COC(=O)c1ccc(NC(=S)Nc2ccc3ccccc3c2)cc1	-1	-1	1	0.91	-1	9	29	0	-2
N#Cc1ccc(Oc2nc(C#N)cc(-c3ccccc3)n2)cc1	5	-7	0.96	0.9	1	10	0.2	4	-4
COc1ccc(NC(=O)Nc2ccc3c(c2)CC(=O)N([C@H](C)CO)C[C@H](C)[C@H](CN(C)Cc2ccc(C(=O)O)cc2)O3)cc1	-1	-11	1.2	1	2	-4	-1.7	-16	-2
CCCCn1c(N)c(N(Cc2ccccc2)C(=O)COc2ccccc2F)c(=O)[nH]c1=O	5	-11	0.96	1	-1	-2	-0.9	4	-9
O=C1OCC(CO)(CO)N=C1NNc1ccccc1Cl	0	-5	1.1	0.98	-5	2	0.6	-5	-10
O=C(NCc1ccc2c(c1)OCO2)C1CCN(S(=O)(=O)c2cccc3nsnc23)CC1	-2	-2	1	1.1	-3	-9	-1.4	-1	-11
CCOC(=O)c1ccc(Cl)c(NC(=O)c2cccnc2)c1	3	x	0.99	0.96	5	4	x	1	-1
CS(=O)(=O)N(CC(=O)NCCSCc1c(F)cccc1Cl)c1cccc([N+](=O)[O-])c1	2	11	0.92	0.98	0	2	-4.1	8	-9
CC(C)CC1NC(=O)N(CC(=O)N(C)C2CCCCC2)C1=O (stereo not given)	-1	-4	1	1	0	-4	-0.9	-1	-3
CN(Cc1cn(C)nc1-c1ccc(Oc2ccccc2)cc1)CC1COCCO1 (stereo not given)	2	-7	1.1	1	7	-2	1.1	-7	-2
CCC1=Nc2cc(C(=O)NCCCN3CCOCC3)ccc2Sc2ccccc21	-5	-4	1.1	1	1	-2	0.5	-6	-2
O=C(c1ccc(F)cc1)C1CCN(C(=S)Nc2ccccc2Cl)CC1	-3	-2	0.96	0.75	-1	25	-3.2	4	-8
(next part)
SMILES	MIN6 prolif	ATG4B inhibitor	mIAP act	hIAP activ	A3A deaminase	hIAP block	MPTP block	mIAP block	APOBEC3G inh
Cc1ccc(C(C)C)c(OCc2nn(CC(=O)c3ccc(OC(F)F)cc3)c3[n+]2CCCCC3)c1	-7	6	0.91	0.85	2	15	9.9	9	-14
CCOC(=O)C(=O)Nc1nnc(SCc2ccc(F)cc2)s1	-1	-11	1	0.88	0	12	3.5	-1	0
CON(c1nc(N(C)C)nc(N(C)C)n1)S(=O)(=O)c1ccccc1Cl	-2	2	0.97	1.1	-11	-7	1.3	3	-8
CSc1ncccc1C(=O)Nc1cccc(C)n1	-3	-5	1.1	0.76	3	24	0.6	-7	1
Cc1cc(C)cc(OCC(=O)Nc2ccc(N3CCCC3)cc2)c1	1	13	0.63	0.86	-6	14	1.0	37	-5
O=C(NCC1OCCc2ccccc21)C1COc2ccccc2O1 (stereo not given)	1	-7	0.96	1.1	-3	-13	2.3	4	-9
COCC(=O)N1CCC(Oc2ccc(C(=O)N(C)Cc3nccs3)cc2)CC1	0	-1	0.96	1	-7	-3	-1.7	4	-7
COCCN1C(=O)C(O)=C(C(C)=O)C1c1ccc(OC)c(OC)c1 (stereo not given)	-2	3	1.1	1.1	0	-9	-1.3	-8	-7
O=C(CCC(=O)NC1CCCCC1)NCc1ccc(F)cc1	-1	-2	1	0.95	-6	5	0.2	0	-4
CC(=O)c1ccc(Oc2cc(-c3ccccc3)nc(-c3ccccc3)n2)cc1	-3	-7	0.95	0.88	-3	12	53*	5	-8
CC/C=C(/NC(C)=O)c1ccccc1	-1	0	0.91	1.2	2	-16	0.6	9	3
Cc1ccc(C(=O)OCc2cc(=O)n3ccsc3n2)s1	1	8	0.94	1.1	-1	-8	-2.0	6	-6
CC1Cc2ccccc2N1CC(=O)NC(=O)NCc1ccco1 (stereo not given)	1	9	0.92	1.1	-3	-8	3.6	8	-3
Cc1[nH]cnc1CSCc1ccc(Cl)cc1	-2	5	0.94	1.3	-1	-30	1.5	6	-6
COc1ccc(CNC(=O)c2n[nH]c3ccccc23)cc1OC	-2	-4	1.1	0.95	-2	4	-2.9	-5	-2
CC(NC(=O)C(C)N1CCN(S(=O)(=O)c2ccccc2)CC1)c1ccccc1 (stereo not given)	2	-4	1	0.99	4	1	-0.6	-3	-4
CCC(C)(C)NC(=O)CN(C(=O)C(=O)Nc1ccc2c(c1)OCCO2)N1CCOCC1	0	-7	1	1.1	-2	-11	1.1	-2	-4
O=C(NCC(=O)N1CCCCCCC1)c1ccco1	0	-1	1	1	-1	-3	-1.4	-1	-4
O=C(CN(Cc1ccco1)C(=O)c1cc(=O)[nH]c2ccccc12)Nc1ccccc1C(F)(F)F	-3	-6	1	0.88	-1	12	-0.5	0	-2

Screens as filed in PubChem.
